High-throughput results deposited in PubChem by several laboratories.
CDK5 p35 inh – CDK5/p35 (human) kinase inhibition. 330,000 compounds, 0.01% hits. Recombinant CDK5/p35, ADP-Glo luminescence, 60 min. Q00535+Q15078. inhibition, % at 10 µM. AID 488839;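 active = highest replicate inhibition of at least 50% and at least 75% of replicates reaching 50%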;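 also: plate controls were DMSO neutral control for no effect and GW8510 at 10 µM for full effect; many of its hits are not listed in these tables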
NSD2 HMT inh – inhibitors of human histone methyltransferase NSD2; NSD2 peptide methylation, AlphaScreen, 120 min; 310,000 compounds, 0.54% hits; inhibition, % at 12.5 µM; O96028; AID 743445; in the data active = inhibition above about 50%
PKA-R1A activ – activators of PKA-R1A complex | P00514+P68181 | activation, % at 11.4 µM | 340,000 compounds, 0.083% hits | AID 504707 | PKA-R1A dissociation, Cy5-IP20 fluorescence polarization; scaled: DMSO 0%, 113 µM cGMP 100%;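 active = percent activation above the mean of all tested compounds plus 3 SD, cut at about 19% in these data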;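 also: higher means more PKAc released from R1A so a rise in polarization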
DSG3 Ab inh – blocks pemphigus antibody binding to human desmoglein-3; 310,000 compounds, 0.48% hits; binding (percent of control), % at 10 µM; DSG3-coupled beads, scFv-anti-DSG3-GFP binding, flow cytometry; stronger effect = lower value; P32926; AID 588358;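 active = binding more than 3 SD below its plate's average and above zero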; also: some compounds called inactive have numbers as strong as hits
Target sequence (P32926 whole entry, looked up): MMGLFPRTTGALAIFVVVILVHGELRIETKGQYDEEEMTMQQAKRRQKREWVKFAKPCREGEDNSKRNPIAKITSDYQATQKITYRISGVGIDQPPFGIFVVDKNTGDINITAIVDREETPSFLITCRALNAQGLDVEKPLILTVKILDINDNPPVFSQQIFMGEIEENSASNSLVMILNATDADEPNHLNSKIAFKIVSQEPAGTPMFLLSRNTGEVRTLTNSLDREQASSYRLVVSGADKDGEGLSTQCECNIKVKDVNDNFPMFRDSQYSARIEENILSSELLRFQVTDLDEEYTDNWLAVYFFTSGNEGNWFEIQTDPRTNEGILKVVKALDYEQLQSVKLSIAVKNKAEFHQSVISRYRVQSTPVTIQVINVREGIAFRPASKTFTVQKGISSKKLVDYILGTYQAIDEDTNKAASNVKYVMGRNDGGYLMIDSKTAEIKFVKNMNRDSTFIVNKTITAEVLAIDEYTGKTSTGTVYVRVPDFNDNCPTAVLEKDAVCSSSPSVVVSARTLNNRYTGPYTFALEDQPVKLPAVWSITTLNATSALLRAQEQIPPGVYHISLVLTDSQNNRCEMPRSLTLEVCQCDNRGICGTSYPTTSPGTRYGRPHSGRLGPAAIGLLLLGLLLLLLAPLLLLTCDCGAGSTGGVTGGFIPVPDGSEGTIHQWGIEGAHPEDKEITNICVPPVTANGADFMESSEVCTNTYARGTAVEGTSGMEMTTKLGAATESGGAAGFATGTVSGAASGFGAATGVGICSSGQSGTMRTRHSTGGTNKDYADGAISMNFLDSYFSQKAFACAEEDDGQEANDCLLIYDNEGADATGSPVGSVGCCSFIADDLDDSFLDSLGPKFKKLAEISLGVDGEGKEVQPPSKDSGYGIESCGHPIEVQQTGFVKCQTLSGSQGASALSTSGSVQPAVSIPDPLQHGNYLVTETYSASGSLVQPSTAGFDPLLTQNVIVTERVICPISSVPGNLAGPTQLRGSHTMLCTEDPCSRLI
SR-BI DiI-HDL act – activators of SR-BI mediated HDL lipid uptake | AID 504775 | activation, % at 12.5 µM | CHO ldlA[mSR-BI] cells, DiI-HDL uptake fluorescence, 3 h; 100 = double the neutral-control signal | 320,000 compounds, 0.096% hits;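 active = mean replicate activation of at least 60% and every replicate at or above 60%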;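 also: 0% = median plate neutral-control signal and 100% = twice that signal; values of inactives mirror those of a sister screen read the other way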
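Test system: SR-BI-overexpressing, LDLR-lacking CHO cells; Medium: Ham's F12 with 0.5% BSA, HEPES 25 mM, pH 7.4; Schedule: 3 h, 37 °C; Technique: bottom-read fluorescence, 550/595 nm.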
SUMO Mot1 rescue – inhibitors of SUMOylation pathway: yeast Mot1-301 growth rescue; growth rescue, % at 18.8 µM; 320,000 compounds, 1% hits; S. cerevisiae Mot1-301 growth rescue, ATP luminescence, 38.5C; percent above DMSO median, 100 means doubled;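 active = every valid replicate shows activation above 250% relative to neutral control wells; inactive = the rest, any valid replicate at or below 250%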;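 also: OY570 slx delta 5 strain wells were the positive control but not used for scaling; some compounds called inactive have numbers as strong as hits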
Arr AP2 block – inhibitors of human beta-arrestin and AP2 interaction. inhibition, % at 10 µM. 340,000 compounds, 0.31% hits. FITC-arrestin peptide / GST-AP2 beads, flow cytometry; AP2 beta2 appendage carries R879A mutation;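 active = inhibition above a set limit, near 3 SD of compounds lacking own fluorescence, cut at about 54% in these data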;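 also: plate controls were DMSO wells for no effect and 5 µM unlabelled arrestin peptide for full effect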
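System: GST-AP2 R879A bound to glutathione beads, E. coli-expressed. Also added: 50 nM FITC-arrestin peptide. Schedule: compound with beads 12 min RT, then probe 1 h RT. Signal: bead flow cytometry, FITC channel. Read-out basis: percent response.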
SR-BI DiI inh – inhibitors of mouse SR-BI mediated HDL lipid uptake. AID 488896. inhibition, % at 12.5 µM. ldlA[mSR-BI] CHO cells, DiI-HDL uptake fluorescence, 3 h. 320,000 compounds, 0.96% hits. Q61009;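 active = mean replicate inhibition of at least 70% and a set share of replicates each scoring 70 or more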;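 also: 0% = median of neutral control wells and 100% = median of positive control wells; values of inactives mirror those of a sister screen read the other way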
MITF TRPM1 HTS – increases MITF-driven TRPM1 promoter luciferase signal | 300,000 compounds, 0.75% hits | SK-MEL-5 TRPM1-promoter luciferase, 24 h; % of positive control, neutral wells = 0 | activation, % at 12.5 µM;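 active = mean activation of at least 80% with every replicate also reaching 80%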;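 also: 0% = neutral control wells and 100% = parthenolide positive control wells; values of inactives mirror those of a sister screen read the other way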
PKA-R2B activ – activators of human PKA-R2B complex; PKA-R2B holoenzyme dissociation, Cy5-IP20 fluorescence polarization; R2B truncated from residue 108, S112A mutant; 0% DMSO only, 100% 113 µM cGMP; activation, % at 11.4 µM; 340,000 compounds, 0.079% hits;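 active = activation above a cutoff set at the mean over all compounds plus 3 SD, cut at about 18% in these data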;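 also: higher means more holoenzyme dissociation and a rise in polarization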
dFosB act – activators of mouse delta FosB homodimer; P13346; purified delta FosB, TAMRA-CDK5 oligo fluorescence polarization; percent of positive-control signal above neutral wells; activation, % at 25 µM; 340,000 compounds, 0.99% hits;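 active = mean activation above about 17%, with every replicate also reaching it, limit read from the data, passing the limit was not always enough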;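 also: fluorescence polarization rise as delta FosB binds a TAMRA Cdk5 AP-1 oligo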
An asterisk follows results filed as active; nt = no result given; & = joins results of further samples.

CDK5 p35 inh,NSD2 HMT inh,canonical_smiles,PKA-R1A activ,DSG3 Ab inh,SR-BI DiI-HDL act,SUMO Mot1 rescue,Arr AP2 block,SR-BI DiI inh,MITF TRPM1 HTS,PKA-R2B activ,dFosB act
0.0,5.9,CCCN1CCc2c(sc(NC(=O)Cc3ccc(F)cc3)c2C(N)=O)C1,-8.3,101.0,-0.1,87.3,6.7,0.1,31.4,-12.8,-2.0
0.5,-2.0,Cc1ccc(C)c(OCCC(=O)NCCc2ccc(Cl)cc2)c1,-3.6,115.9,8.4,22.3,44.0,-8.4,-0.6,-0.5,-5.8
1.2,1.6,COc1ccc(CN(C(=O)c2oc3ccccc3c2C)C2CCS(=O)(=O)C2)cc1 (configuration not stated),1.4,nt,-0.6,-14.1,13.1,0.6,-1.1,-12.7,-10.8
0.2,2.5,Cc1ccc(CN2CCN(Cc3cccc4c3OCO4)CC2CCO)cc1 (configuration not stated),-10.8,98.2,15.7,-8.6,3.9,-15.7,1.6,-5.8,-2.9
-5.6,-1.0,C/C(=N\NC(=O)c1nn(C)cc1Br)c1ccncc1,-5.3,99.3,4.2,-1.2,3.5,-4.2,-1.2,1.0,-2.0
-1.2,-1.4,COc1cc(S(=O)(=O)NC2CCCC2)ccc1Cl,-6.0,nt,2.6,-8.4,-4.8,-2.6,5.1,-8.9,-6.1
1.4,-1.9,CC1(C)CC(=O)C(CC(=O)N2CCC(Cc3ccccc3)CC2)C(=O)C1,-5.5,91.7,14.1,-9.8,9.3,-14.1,4.7,1.4,-1.9
0.6,-5.2,CCOc1ccc(/C=N/Nc2ccccn2)cc1,0.1,103.3,-8.0,27.1,11.6,8.0,46.5,-6.2,0.8
-2.2,-1.9,Cc1ccnc(NC(=O)CCc2c(C)nc3ncnn3c2C)c1,0.9,98.7,8.4,539.2,1.5,-8.4,-2.7,-11.9,0.5
-0.1,-0.9,Fc1ccc(Cn2nnnc2CN2CCc3ccccc3C2)cc1,-7.3,90.5,17.5,-15.9,-3.6,-17.5,16.3,5.8,-7.6
-0.2,-0.5,COc1cc(/C=C2\SC(=S)N(Nc3ccccc3)C2=O)cc(OC)c1OC,4.7,102.3,-8.0,28.9,9.2,8.0,-5.8,3.8,3.3
-1.8,0.1,O=C(OCCSCCOC(=O)C1CC=CCC1)C1CC=CCC1 (configuration not stated),2.4,97.1,7.4,nt,-3.6,-7.4,-0.4,-9.9,-5.2
0.9,0.0,O=C(NCCCN1CCOCC1)C(=O)N/N=C/c1c2ccccc2cc2ccccc12,-4.9,100.9,-2.8,4.0,-1.5,2.8,-21.4,-16.1,0.1
0.6,-2.2,CCCCCCSc1nsc(NC(=O)CCC)n1,0.2,111.9,3.6,-3.0,11.5,-3.6,19.4,-12.2,-1.1
-1.7,nt,COc1cc(NC(=O)c2ccc(C)cc2)c(OC)cc1NC(=O)CN1CCCCC1,2.4,103.9,-28.8,12.8,-5.9,28.8,5.3,2.8,-5.0
-0.1,5.0,COC(=O)C1=C(C)NC(=O)/C1=C\c1cc(C)n(-c2ccccc2C)c1C,-4.6,101.6,-0.7,-10.9,5.4,0.7,-8.3,-2.4,-13.0
-2.2,3.4,COc1ccc(N2CC(C(=O)OCC(=O)Nc3ccccc3C)CC2=O)cc1 (configuration not stated),5.9,nt,10.5,-3.7,4.4,-10.5,-5.6,4.9,-2.7
-2.0,nt,C[C@H](CO)N1C[C@H](C)[C@@H](CN(C)C(=O)NC2CCCCC2)Oc2c(NC(=O)Nc3ccccc3)cccc2C1=O,-5.5,107.4,-24.7,-26.0,nt,24.7,-2.0,-6.7,-0.6
-0.9,-3.6,O=C(NCc1ccccc1)C12CC3CC(CC(C3)C1)C2,-4.7,nt,nt,-14.6,4.3,nt,nt,2.7,-5.0
0.2,1.0,COc1ccc(Cl)cc1N(C)C(=O)CCNC(=O)Cn1cnc2ccccc2c1=O,-10.1,121.3,17.8,-4.9,37.1,-17.8,-3.0,-2.3,-6.3
0.7,nt,CCCCC1C(=O)NN(c2ccccc2)C1=O (configuration not stated),-1.4,96.3,16.1,nt,6.5,-16.1,4.9,5.9,2.3
-0.9,nt,Cc1c(OCC(=O)N[C@@H](Cc2c[nH]c3ccccc23)C(=O)O)ccc2c1oc(=O)c1ccccc12,-0.7,102.6,-0.5,7.9,4.6,0.5,-11.2,-4.2,-5.8
-0.3,-1.7,N#Cc1ccccc1OCC(=O)OCC(=O)NC1CCCC1,-4.0,100.8,13.6,40.9,52.5,-13.6,-0.6,8.6,4.9
-4.9,6.2,CC(=O)N(c1ccc2oc(=O)sc2c1)S(=O)(=O)c1cccs1,-6.9,nt,21.6,-4.3,3.2,-21.6,nt,4.7,-0.1
1.5,12.4,COc1cc(C(=O)Nc2c(C)cc(C)cc2C)c(Br)c(OC)c1OC,-8.7,93.7,-25.9,30.8,5.6,25.9,-12.3,-9.3,0.2
1.2,-1.2,CCOc1cc(C(=O)N/N=C/C(Br)=C/c2ccccc2)cc(OCC)c1OCC,-12.2,95.2,-52.3,-31.0,-14.4,52.3,-34.5,-3.1,0.2
-8.9,-1.0,CC(=O)Nc1ccc(/C=N/NC(=S)NC(C)C)cc1,-15.8,115.3,-35.6,-19.9,-2.8,35.6,14.6,-11.2,6.4
1.3,nt,CCNS(=O)(=O)c1ccc(CCC(=O)N2CCN(c3cccc(Cl)c3)CC2)cc1,-6.3,125.4,-18.6,8.4,3.2,18.6,nt,1.4,-4.1
-2.6,nt,CCN(CC)C(=O)c1ccc(O)c(OC)c1,-9.3,nt,9.8,233.4&1.9,-7.8,-8.7,6.4,-8.8,1.2
-0.6,-9.2,CCOC(=O)N1CCN(C(=O)CN(C)S(=O)(=O)c2ccc(F)cc2)CC1,-2.7,103.4,1.3,4.5,-4.6,-1.3,-4.6,2.5,-2.9
-0.5,0.4,CCOc1ccc(CNC(=O)c2ccc(Sc3ccc(Cl)cc3)c(NC(C)=O)c2)cc1,-0.4,100.0,-8.1,20.7,2.8,8.1,-4.6,-24.8,-0.8
-0.5,-0.8,Cn1c(CCN2CCN(c3ccccn3)CC2)nc2cc(NC(=O)COc3ccc(Cl)cc3)ccc21,1.6,nt,-64.4,8.5,0.1,64.4,-56.9,5.8,-1.0
1.7,-1.1,COc1ccc(OC(=O)N2CCOCC2)cc1,0.8,105.4,20.1,-4.3,-12.8,-20.1,7.1,-14.6,-0.6
-0.1,0.0,COc1cc2c(cc1NC(=O)C(c1ccccc1)c1ccccc1)CCCC2,-9.4,108.0,-47.3,5.4,0.6,47.3,8.0,-8.2,-12.7
-0.4,-2.8,COc1ccc(Oc2ccc(C(F)(F)F)cc2NC(=O)c2ccc(C)cc2)cc1,nt,99.4,-17.8,15.1,4.4,17.8,nt,nt,-2.9
0.1,nt,CCOc1ccc(CCNC(=O)Cn2nc(C)n3cccc3c2=O)cc1OCC,-12.6,100.1,37.5,-10.1,3.2,-37.5,0.5,-11.9,-3.5
-2.9,-1.8,CC(=O)Oc1ccc2occ(C(=O)c3cccs3)c2c1,-6.4,101.0,10.6,-3.8,1.1,-10.6,56.4,6.9,-6.2
-0.6,-0.6,COC(=O)[C@@H](Cc1ccccc1)NC(=O)NCCc1ccc(OC)c(OC)c1,-1.9,106.6,-12.6,-10.9,-11.4,12.6,4.9,-6.5,-3.1
-0.2,5.6,COc1ccc(CCNC(=O)C2CCCN(c3nc4ccccc4s3)C2)cc1OC (configuration not stated),-14.7,109.6,-79.3,95.6,-2.8,79.3*,-6.0,2.4,-2.8
-0.2,0.9,CS(=O)(=O)c1ccc(NCCN2CCOCC2)c([N+](=O)[O-])c1,2.2,102.8,20.6,-2.9,0.2,-20.6,-3.7,-2.3,1.1
0.6,2.2,CC1(C)OC(=O)C(=CNn2cnc3ccccc3c2=O)C(=O)O1,-0.2,85.8,11.4,3.2,-4.3,-11.4,4.5,-6.2,-7.4
1.3,1.4,COc1ccc(C2C(C#N)=C(N)Oc3cc(O)ccc32)cc1 (configuration not stated),6.3,98.4,-1.6,nt,34.4,1.6,nt,1.9,5.7
-1.1,nt,CC(=O)Oc1ccc(CCC(C)OC(C)=O)cc1 (configuration not stated),-5.4,122.0,-2.8,21.2,-3.8,2.8,-4.0,-9.6,2.6
2.3,-1.7,COc1cccc(CNC(=O)C2CCN(S(=O)(=O)N3CCC4(CC3)OCCO4)CC2)c1,-4.5,99.5,-20.4,-10.3,-2.4,20.4,-5.0,-0.8,3.0
-2.8,1.8,COc1cc(OC)cc(C(=O)NNC(=O)CCC(=O)c2cc(C)sc2C)c1,-1.1,110.2,-4.2,-1.7,-10.1,4.2,-8.0,1.8,-9.1
-1.1,6.7,CC1(C)Oc2ccc3ccc(=O)oc3c2/C(=C/NC2CCCCC2)C1=O,6.0,112.8,-6.5,6.3,5.7,6.5,-4.1,-8.4,-10.3
